# Screening data from PubChem BioAssay.
# DENV2 CPE rescue = inhibitors of DENV2 cytopathic effect, primary screen, cell-based, plate reader, single concentration | actives 1.7% (n = 350,000) | AID 651640, 2012 | DENV2-infected cells, cytopathic effect rescue | CPE inhibition, % at 9.99 µM; in the data active = CPE inhibition above about 20%, passing the limit was not always enough; inconclusive = no clear call, values can overlap the other calls; tested in BHK-21 cells;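 also: 0% = median of neutral control wells and 100% = median of positive control wells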
# Xi reactivation = activators of inactive X chromosome reactivation, primary screen, imaging, XiGFP fibroblasts, GFP high-content imaging, set 2; XiGFP mouse fibroblasts, % GFP-positive cells imaging, 3 d; cells co-treated with 5-aza-dC sensitizer; scaled so ellipticine positive control = 100%; activation, % at 7.58 µM; AID 743238, 2013; actives 0.055% (n = 360,000);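 active = mean normalized replicate activation at least 10% and every replicate at or above 10%; inconclusive = only one of the two criteria met; inactive = mean below 10% and not all replicates reach 10%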;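 also: 0% = median of on-plate neutral control wells and 100% = ellipticine 6 µM median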
#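 Material: SV40-immortalized XiGFP fibroblast cells, line 68-5-11 | Buffer or medium: DMEM containing 5-aza-dC | Dosing: One concentration, pinned | Times: 3 d treatment, 15 min room-temperature fixation | Controls: Ellipticine 6 µM positive control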
# E-selectin induc = E-selectin induction in HUVECs, primary screen, imaging, HUVEC, immunofluorescence imaging, single point; P16581; normalized: neutral wells 0, TNF-alpha wells 100; activation, % at 7.58 µM; actives 0.37% (n = 260,000); AID 686992, 2013;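 active = mean E-selectin-positive cell signal at least 10% of the positive control, reached in at least 60% of replicates, without over 20% cell loss; inconclusive = no rule given, readout overlaps actives, possibly toxicity-flagged; inactive = the rest, including those meeting only one limit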;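 also: in these data hits start at about 27%; measured in HUVEC primary endothelial cells; signal is the percent of cells scored E-selectin positive by PE staining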
# Target sequence (P16581 whole entry, looked up): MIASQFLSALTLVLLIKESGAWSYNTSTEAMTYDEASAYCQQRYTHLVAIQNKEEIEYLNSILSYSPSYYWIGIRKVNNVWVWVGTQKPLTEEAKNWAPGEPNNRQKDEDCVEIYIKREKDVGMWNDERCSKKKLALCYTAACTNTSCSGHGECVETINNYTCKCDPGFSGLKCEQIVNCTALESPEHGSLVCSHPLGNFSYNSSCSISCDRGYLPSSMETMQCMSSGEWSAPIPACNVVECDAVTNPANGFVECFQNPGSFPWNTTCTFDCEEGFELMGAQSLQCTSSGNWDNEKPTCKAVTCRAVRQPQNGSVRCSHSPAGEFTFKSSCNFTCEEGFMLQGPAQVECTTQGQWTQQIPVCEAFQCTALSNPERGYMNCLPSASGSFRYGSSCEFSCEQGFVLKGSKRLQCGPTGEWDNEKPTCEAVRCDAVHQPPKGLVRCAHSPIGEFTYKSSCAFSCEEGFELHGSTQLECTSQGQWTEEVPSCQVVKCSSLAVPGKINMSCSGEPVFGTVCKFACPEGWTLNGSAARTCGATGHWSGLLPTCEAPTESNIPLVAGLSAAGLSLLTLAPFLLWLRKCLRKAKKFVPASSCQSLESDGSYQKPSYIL
#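 Read-out basis: % PE-positive cells; Test system: HUVEC primary endothelial cells; Technique: immunofluorescence imaging; Dosing: single-point compound dose.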
# F508del corr = F508del CFTR correction, initial screen, CFBE line, single point; actives 0.36% (n = 350,000); activity (quench increase), % at 7.58 µM; CFBE cells, YFP halide quenching; stimulated with forskolin plus potentiator P3; % fluorescence drop versus neutral controls;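 active = mean added fluorescence quench of at least 8% versus neutral control, with both replicates also reaching 8%; inconclusive = only one of the mean or replicate conditions met; inactive = mean below 8% and not both replicates reaching 8%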;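 also: cells transiently co-express mutant CFTR-F508del with the halide-sensitive YFP; corrector assay measuring rescue of mutant channel to the surface after 24 h compound exposure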
# CASP6 VEID inh = human caspase-6 inhibitors, primary screen, biochemical, VEID-R110 fluorescence, single point, set 2; purified caspase-6, Z-VEID-R110 cleavage fluorescence; inhibition, % at 12.5 µM; actives 0.53% (n = 350,000); AID 686996, 2013;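 active = mean inhibition across replicates at least about 35%, with every replicate also reaching that limit, limit read from the data; inconclusive = only one of the two criteria met; inactive = neither criterion met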;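 also: 0% = median of neutral control wells and 100% = no fluorescence left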
# INS-1E GSIS act = GLuc luminescence reporter in INS-1E cells, primary screen for activators of glucose-dependent secretion of insulin | activation, % at 16.6 µM | AID 743287, 2014 | INS-1E GLuc reporter insulin secretion, 2-3 h | actives 0.61% (n = 370,000);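 active = lowest replicate activation of at least 40%, so every replicate reaches that level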;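 also: 0% = median of neutral control wells and 100% = median of IBMX positive control wells; some compounds called inactive have numbers as strong as hits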
# RAD52 inh = RAD52 DNA annealing inhibitors, primary screen, biochemical, FRET, single point, set 2 | actives 0.46% (n = 360,000) | AID 651710, 2012 | recombinant RAD52 DNA annealing, FRET fluorescence | inhibition, % at 18.7 µM | DNA repair protein RAD52 homolog (Homo sapiens), P43351;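 active = every replicate showing at least 50% inhibition; inconclusive = mean inhibition at least 50% but not in every replicate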
# Target sequence (P43351 whole entry, looked up): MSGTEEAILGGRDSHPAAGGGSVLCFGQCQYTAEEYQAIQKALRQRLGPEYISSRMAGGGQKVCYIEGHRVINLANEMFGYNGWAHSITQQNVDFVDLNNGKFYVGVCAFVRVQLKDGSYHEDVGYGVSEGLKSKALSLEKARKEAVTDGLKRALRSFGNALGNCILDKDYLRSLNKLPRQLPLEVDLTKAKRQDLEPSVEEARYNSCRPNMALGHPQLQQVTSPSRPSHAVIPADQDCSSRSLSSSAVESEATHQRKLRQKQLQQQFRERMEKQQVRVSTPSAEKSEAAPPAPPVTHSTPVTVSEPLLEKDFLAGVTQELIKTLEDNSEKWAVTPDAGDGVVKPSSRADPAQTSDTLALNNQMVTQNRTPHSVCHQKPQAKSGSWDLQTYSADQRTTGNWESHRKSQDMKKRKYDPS
# RAD54 branch = inhibitors of human RAD54 branch migration, primary screen, biochemical, fluorescence, single point. actives 0.14% (n = 360,000). AID 602329, 2012. DNA repair and recombination protein RAD54-like (Homo sapiens), Q92698. inhibition, % at 10.4 µM. RAD54 Holliday junction branch migration, FAM/BHQ fluorescence;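 active = mean normalized replicate activity at least 40 and at least half of replicates scoring 40 or more; inconclusive = only one of the two criteria met; inactive = mean below 40 and under half of replicates reaching 40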;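 also: 0% = median of neutral control wells and 100% = median of positive control wells; inhibitors cause a drop in the FAM fluorescence signal; in these data hits start at about 50%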
# Numbers without * were called inactive; ? = inconclusive; · = not tested or not shown.
SMILES,DENV2 CPE rescue,Xi reactivation,E-selectin induc,F508del corr,CASP6 VEID inh,INS-1E GSIS act,RAD52 inh,RAD54 branch
O=C(OC1CCOC1=O)c1cccc(S(=O)(=O)Nc2ccc(F)cc2)c1 (configuration not stated),?,0.0,·,·,-1,·,-19,2
Nn1c(SCC(=O)Nc2ccc(OC(F)F)cc2)nnc(Cc2ccccc2)c1=O,-5,-0.1,1.2,-1.6,3,-22,-7,10
COC(=O)c1ccc(COC(=O)CNC(=O)CNC(=O)c2ccc(C)cc2)cc1,-1,0.2,·,-0.3,0,-5,-19,·
O=C(CNC(=O)COc1ccccc1)NCc1cccnc1,1,0.2,·,-2.1,-3,-5,-12,7
CCCCNc1c(-c2ccc(SC3CCCCC3)cc2)nc2ccccn12,-1,0.2,0.6,-3.5,-5,-5,-5,1
CSc1ccc(-c2nc(O)c3cnccn23)cc1,4,0.4,·,-1.5,0,6,-5,8
CC1=C(C/C=C(\C)CCC[C@H](C)CCC[C@H](C)CCCC(C)C)C(=O)c2ccccc2C1=O,10,·,·,0.5,30,·,-15,-6
CC1CCN(C(=O)c2ccc3c(c2)C(=O)c2ccccc2-3)CC1,13,0.0,-0.5,-2.9,3,-3,-45,-4
C/C=C/c1ccc([C@H]2[C@@H](CO)N3CCCCN(C(=O)Nc4cc(F)ccc4F)C[C@@H]23)cc1,-22,0.3,-0.3,0.7,-3,-17,-17,-5
C[C@@H]1CN([C@H](C)CO)C(=O)c2cccc(NC(=O)c3cnccn3)c2O[C@@H]1CN(C)Cc1ccc(-c2ccccc2)cc1,?,-1.2,-3.2,0.0,1,-18,-51,9
COc1ccccc1CNC(=O)COC(=O)Cc1c[nH]c2ccccc12,-4,0.3,0.0,-3.0,1,-4,-1,-1
CCCNc1nc(N2CCCC2)nc(N2CCCC2)n1,1,0.0,10,2.6,2,11,-8,-7
C[C@H](CO)N1C[C@H](C)[C@H](CN(C)S(C)(=O)=O)Oc2ccc(NS(=O)(=O)c3ccccc3)cc2CC1=O,19,0.0,0.1,-0.6,1,9,6,6
CCOCCCNC(=O)/C(C#N)=C/c1ccc(C(=O)OC)cc1,1,0.0,·,0.6,-1,-8,-2,2
CC(/C=C1\SC(=O)N(CC(=O)Nc2ccc(O)cc2)C1=O)=C\c1ccccc1,-1,0.1,·,-2.0,1,2,-10,0

# Arranged by number of heavy atoms (lowest first): part of the list above
SMILES,DENV2 CPE rescue,Xi reactivation,E-selectin induc,F508del corr,CASP6 VEID inh,INS-1E GSIS act,RAD52 inh,RAD54 branch
CSc1ccc(-c2nc(O)c3cnccn23)cc1,4,0.4,·,-1.5,0,6,-5,8
CCCNc1nc(N2CCCC2)nc(N2CCCC2)n1,1,0.0,10,2.6,2,11,-8,-7
O=C(CNC(=O)COc1ccccc1)NCc1cccnc1,1,0.2,·,-2.1,-3,-5,-12,7
CC1CCN(C(=O)c2ccc3c(c2)C(=O)c2ccccc2-3)CC1,13,0.0,-0.5,-2.9,3,-3,-45,-4
O=C(OC1CCOC1=O)c1cccc(S(=O)(=O)Nc2ccc(F)cc2)c1 (configuration not stated),?,0.0,·,·,-1,·,-19,2
CCCCNc1c(-c2ccc(SC3CCCCC3)cc2)nc2ccccn12,-1,0.2,0.6,-3.5,-5,-5,-5,1
Nn1c(SCC(=O)Nc2ccc(OC(F)F)cc2)nnc(Cc2ccccc2)c1=O,-5,-0.1,1.2,-1.6,3,-22,-7,10
CC1=C(C/C=C(\C)CCC[C@H](C)CCC[C@H](C)CCCC(C)C)C(=O)c2ccccc2C1=O,10,·,·,0.5,30,·,-15,-6
C[C@H](CO)N1C[C@H](C)[C@H](CN(C)S(C)(=O)=O)Oc2ccc(NS(=O)(=O)c3ccccc3)cc2CC1=O,19,0.0,0.1,-0.6,1,9,6,6
C[C@@H]1CN([C@H](C)CO)C(=O)c2cccc(NC(=O)c3cnccn3)c2O[C@@H]1CN(C)Cc1ccc(-c2ccccc2)cc1,?,-1.2,-3.2,0.0,1,-18,-51,9

# Carrying on.
SMILES,DENV2 CPE rescue,Xi reactivation,E-selectin induc,F508del corr,CASP6 VEID inh,INS-1E GSIS act,RAD52 inh,RAD54 branch
C[C@H](CO)N1C[C@H](C)[C@H](CN(C)C(=O)c2ccccc2F)Oc2ncc(-c3cncnc3)cc2C1=O,13,-0.6,-0.2,-1.8,1,14,1,-1
C[C@@H]1CN([C@@H](C)CO)C(=O)c2cccc(NC(=O)Nc3ccc(C(F)(F)F)cc3)c2O[C@H]1CN(C)Cc1ccncc1,11,0.4,-6.0,1.0,3,-3,5,5
COc1ccc(C(=O)COC(=O)c2ccccc2NS(=O)(=O)c2ccc(O)c([N+](=O)[O-])c2)cc1,4,-0.1,-0.2,-0.9,22,·,-22,·
CCC(=O)N(C)C[C@@H]1Oc2cc(C#CC3CC3)ccc2S(=O)(=O)N([C@H](C)CO)C[C@@H]1C,-4,0.0,0.1,-2.7,0,-2,22,-6
Cn1cnc2cc(NC(=O)c3ccc(Cl)cc3)ccc21,5,0.3,2.7,-1.5,3,·,1,-11
CCn1c(SCC(=O)Nc2ccc(OC)cc2OC)nc2nc3c(cc2c1=O)COC(C)(C)C3,-6,0.0,·,1.0,0,·,-1,-25
CC(C)C1Oc2cc3oc(=O)ccc3cc2C1=O (configuration not stated),-3,0.0,·,-0.6,0,-12,4,3
CCOCCCN(C(=O)c1snc(C(N)=O)c1N)C(C(=O)NCCC(C)C)c1ccc(Cl)cc1 (configuration not stated),2,0.0,·,-4.1,-3,-24,-16,-5
Cc1cc(SCc2ccccc2C)nc(=O)[nH]1,0,0.2,·,2.7,2,-6,-41,-7
CC(=O)N(C)C[C@@H]1Oc2ncc(-c3ccc(C)cc3)cc2C(=O)N([C@@H](C)CO)C[C@@H]1C,?,-1.4,-0.1,0.3,-3,32,8,-1
Cc1cc(C)c(C)c(S(=O)(=O)ON2C(=O)c3ccccc3C2=O)c1C,-6,·,·,-3.4,10,-2,1,1
O=C(O)/C(=C\c1ccco1)NC(=O)c1ccccc1,-7,0.0,·,1.1,7,2,-32,-2
Fc1ccccc1-c1n[nH]c(=S)n1Cc1ccccc1,·,·,·,·,0,12,-12,13
O=C1OCCN1C(=O)[C@H]1[C@H](c2ccc(F)cc2)C(c2ccccc2)=NN1c1ccccc1,2,0.2,8.8,5.7,2,-5,-120,3
CSc1ncccc1C(=O)NCc1nnc2ccccn12,-5,0.0,-0.1,-0.3,-1,·,5,-1
CNC(=O)C[C@H]1CC[C@H]2[C@H](COc3ccc(NC(=O)C4CCCCC4)cc3C(=O)N2C)O1,2,0.2,0.1,0.1,1,0,7,-1
Cc1cc(=O)oc(C)c1C(=O)NCc1cccnc1,2,·,·,0.7,1,-8,-14,-3
CCNC(=O)C[C@@H]1CC[C@H]2[C@H](COc3ccc(NC(=O)Cc4ccccc4)cc3C(=O)N2C)O1,18,-0.1,0.0,1.1,-1,2,12,-9
COCC(=O)Nc1ccc2c(c1)C(=O)N(C)C[C@@H](OC)[C@@H](C)CN(Cc1cncnc1)[C@H](C)CO2,13,-0.2,-0.5,-4.1,0,16,3,-2
COc1ccc(N(CC(=O)Nc2cc(OC)cc(OC)c2)S(=O)(=O)c2c(C)n[nH]c2C)cc1,-1,0.3,·,-0.9,3,·,-2,-4
O=C(CNC(=O)N1CC(=O)Nc2ccccc21)Nc1ccc(F)c(Cl)c1,-2,0.0,·,3.2,2,-11,-5,1
Cc1ccc(CNC(=O)C2(S(=O)(=O)c3ccc(C)cc3)CC2)cc1,6,0.4,-0.1,0.7,-6,-8,-15,-5
Cc1cn(CC(=O)N[C@H](C)c2cccc3ccccc23)c(=O)[nH]c1=O,-15,0.0,0.0,0.3,0,-10,-13,-6
O=C(c1ccc([N+](=O)[O-])o1)N1CCc2ccccc21,-7,0.2,-0.1,1.0,2,4,-8,-2
CCCNC(=O)N1[C@@H](CO)[C@H](c2ccccc2)[C@@H]1CNC(=O)c1ccc(F)cc1,·,0.0,0.0,-0.5,·,-9,·,6
Cc1cc(C(=O)Nc2cccc3c2O[C@H](CN(C)Cc2ccc(C(F)(F)F)cc2)[C@H](C)CN([C@H](C)CO)C3=O)n(C)n1,-8,0.0,-10,-3.1,4,-2,13,-1
COc1cc(-c2noc(C)c2C(=O)NCc2ccc(C)o2)cc(OC)c1OC,-3,-0.2,1.0,0.2,0,-7,-34,1
Cc1noc(C)c1S(=O)(=O)N(C)C[C@H]1OCCCC[C@H](C)Oc2ccc(NC(=O)C3CCCCC3)cc2C(=O)N([C@@H](C)CO)C[C@H]1C,-5,-0.9,-0.1,-1.7,1,-2,-26,-4
CN1C(=O)c2cc(NC(=O)c3cscn3)ccc2OC[C@H]2O[C@H](CC(=O)NCc3ccc(Cl)c(Cl)c3)CC[C@H]21,5,0.0,0.3,-0.7,2,-19,9,9
O=C(Cn1cc(C(=O)C2CC2)c2ccccc21)Nc1ccccc1Cl,8,0.0,·,-0.5,0,-12,-8,7

# As entered above:
# Reading for CCNC(=O)C[C@@H]1CC[C@H]2[C@H](COc3ccc(NC(=O)Cc4ccccc4)cc3C(=O)N2C)O1 in Xi reactivation: -0.1
# Reading for COc1ccc(N(CC(=O)Nc2cc(OC)cc(OC)c2)S(=O)(=O)c2c(C)n[nH]c2C)cc1 in CASP6 VEID inh: 3

# Continuation:
SMILES,DENV2 CPE rescue,Xi reactivation,E-selectin induc,F508del corr,CASP6 VEID inh,INS-1E GSIS act,RAD52 inh,RAD54 branch
CN(C)Cc1cn(CC[C@H]2CC[C@@H](NS(=O)(=O)c3ccccc3)[C@H](CO)O2)nn1,6,0.0,0.1,2.5,0,8,-20,9
CC(N=Cc1c(O)c2ccccc2oc1=O)C(=O)O (configuration not stated),·,0.0,0.3,1.3,2,-10,-16,·
O=C(Cc1cccnc1)N1CC(=O)N2[C@@H](CO)[C@H](c3ccc(C#CC4CCCCC4)cc3)[C@@H]2C1,12,0.1,0.4,-2.3,0,1,11,·
O=C1CCc2cc(S(=O)(=O)Nc3cccc(Cl)c3)ccc2N1,5,0.1,0.0,3.1,3,10,1,4
O=C(c1sc2cccc(F)c2c1Cl)N1CCN(c2ncccn2)CC1,·,0.4,0.2,·,·,23,·,-3
COC(=O)Cn1cnc(C(=O)Nc2ccc(C)c(C)c2)n1,14,0.2,0.1,-2.5,0,9,-3,5
O=Cc1cc(N=Nc2cccc(C(=O)O)c2)ccc1O,?,0.5,·,1.4,8,-1,-11,·
COc1cc(NC(=O)NCCN2CCN(c3ccccc3)CC2)cc(OC)c1OC,-6,-0.1,-1.4,1.7,-2,1,-12,-6
